Bioassay records: PubChem, National Center for Advancing Translational Sciences (NCATS)
Ub-GFP proteasome = ubiquitin-GFP accumulation via proteasome inhibition; Potency, µM (titrated, usually from 45.9 µM), inactives show top-dose activation (GFP accumulation), usual class: activators; Ubiquitin-GFP reporter cells, proteasome inhibition, GFP fluorescence; response scale: untreated = 0%, 10 µM MG-132 = 100%; AID 526; 67,000 tested, under 10 active; active = well fitted activation curve with a large enough effect, not every such curve was filed as active; inconclusive = small, poorly fitted or top-dose-only effect, or another doubt; inactive = no such curve, though single readings can be large or run the other way; also: potency is read from the fitted curve at half-maximal effect
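U2OS Ub(G76V)-GFP reporter; O/N plating, 0.5% FBS; cpd 46 uM–2.9 nM, 4 h, 37 °C; GFP+ cell count, 488/515 nm; norm. to basal vs 10 uM MG-132; CRC fit.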
CRE-bla Fsk = modulators of forskolin-stimulated CRE signaling in CHO cells. CHO CRE-bla reporter (cAMP response element driving beta-lactamase), forskolin EC10, beta-lactamase ratio. Potency, µM (highest dose often 38.2 µM), without a hit: at the highest dose activity change, negative = inhibition, most hits filed as activators. 2.5% of 71,000 active. AID 662; active = well fitted activation curve with a large enough effect in the signal ratio, with a control signal flat, not every such curve was filed as active; inconclusive = small, poorly fitted or top-dose-only effect, or effect the other way, or a change in a side signal; the % refers to the signal ratio; also: potency is read from the fitted curve at half-maximal effect; % of control where 0% means no effect
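AC50 values, positive or negative, reflect shifts in EC10 NKH 477-induced CRE-bla reporter activity in CHO cells. Incubation lasted 3 h at 37 °C before CCF4 substrate (2 h, room temperature) and ratiometric 460/530 nm reading.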
Hsp90 Hop PPI = changes Hsp90-Hop TPR2A binding signal, up or down | AlphaScreen TPR2A-His6 binding biotin-Hsp90 C-terminal peptide | Potency, µM (titrated, usually from 57 µM), for the others: top-dose activity change, negative = inhibition | 0.44% of 71,000 active | AID 595; active = well fitted curve in either direction with a large enough effect; inconclusive = small, poorly fitted or top-dose-only effect, or another doubt; also: potency is read from the fitted curve at half-maximal effect; % is scaled to controls: 0 for no effect and ±100 for the full control effect; many of its hits are not listed in these tables
Luciferase inh = inhibitors of firefly luciferase; P08659; purified firefly luciferase, luminescence, 8 min; Potency, µM (highest dose often 57.1 µM), without a hit: top-dose activity change, negative = inhibition, hits mostly inhibitors; 2.2% of 72,000 active; also: potency is read from the fitted curve at half-maximal effect; % is scaled to controls: 0 for no effect and ±100 for the full control effect; nearly all actives have a fitted effect of over 40% in size
Target sequence (P08659 whole entry, looked up): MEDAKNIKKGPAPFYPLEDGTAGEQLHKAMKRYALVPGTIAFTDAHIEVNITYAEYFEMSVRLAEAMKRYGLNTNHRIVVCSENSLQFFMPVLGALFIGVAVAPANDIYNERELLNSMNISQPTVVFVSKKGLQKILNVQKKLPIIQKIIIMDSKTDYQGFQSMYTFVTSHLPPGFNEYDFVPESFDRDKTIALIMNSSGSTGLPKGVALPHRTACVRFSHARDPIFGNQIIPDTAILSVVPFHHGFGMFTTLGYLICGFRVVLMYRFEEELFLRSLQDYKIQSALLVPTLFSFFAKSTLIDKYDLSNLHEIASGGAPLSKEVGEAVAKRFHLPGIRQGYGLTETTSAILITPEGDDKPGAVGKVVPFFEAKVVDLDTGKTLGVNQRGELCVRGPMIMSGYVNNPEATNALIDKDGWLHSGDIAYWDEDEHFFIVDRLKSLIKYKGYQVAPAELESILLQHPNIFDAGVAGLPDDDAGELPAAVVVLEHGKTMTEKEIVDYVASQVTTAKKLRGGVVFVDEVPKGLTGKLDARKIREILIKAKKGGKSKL
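qHTS concentration-response profiling: light output of P. pyralis luciferase with luciferin and 10 uM ATP, imidazole buffer pH 7.2. Read by luminescence after 8-min room-temperature incubation.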
Epigenetic mod = epigenetic GFP locus derepression in mouse cells | 0.09% of 68,000 active | AID 597 | mouse C127i GFP locus derepression, cytometry, 30 h | Potency, µM (series often up to 46.1 µM), without a hit: top-dose GFP derepression (activation); also: % of control where 0% means no effect
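Locus derepression in mouse mammary C127i cells whose integrated CMV-GFP reporter is normally silent; GFP expression after 30 h compound treatment was quantified by counting fluorescent cells.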
Fluorescein fluor = fluorescein region autofluorescence | Compound autofluorescence, 480/540 nm, fluorescein-equivalent; hits give high values | max fluorescein-equivalent concentration, M | 0.91% of 59,000 active; in the data active = max fluorescein-equivalent concentration above about 10 nM; inconclusive = between about 1.1 nM and that limit
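Compounds (23 nL) in 100 mM Tris pH 8.0, 15 min at room temperature, then fluorescence read at 480 nm excitation/540 nm emission. Signal converted to fluorescein-equivalent concentration from an on-plate fluorescein standard curve.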
ERK AVP inh = vasopressin-driven ERK pathway inhibition; 0.99% of 72,000 active; AID 995; HEK293-V1b, vasopressin-stimulated pERK AlphaScreen; Potency, µM (series often up to 57.5 µM), inactives show at the highest dose activity, negative = inhibition, actives largely listed as inhibitors; also: potency is read from the fitted curve at half-maximal effect; % is scaled to controls: 0 for no effect and ±100 for the full control effect; nearly all actives have a fitted effect of over 55% in size
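Phosphorylated ERK1/2 detected via AlphaScreen bead proximity in lysates of V1b-expressing HEK293 cells given 25 nM vasopressin for 5 min after 30 min compound exposure (37 °C). AC50 from Hill equation; basal DMSO 0%, vasopressin 100%.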
A350 fluor = compound fluoresces in the Alexa 350 spectral region; Compound autofluorescence, 340/450 nm, Alexa 350 dye-equivalents; hits give high values; max dye-equivalent concentration, M; 11% of 59,000 active; AID 590; in the data active = max dye-equivalent concentration above about 10 nM; inconclusive = mostly about 1.1 nM to 9.6 nM
4-MU autofl = 4-MU region autofluorescence. compound autofluorescence, 340/450 nm, 4-MU equivalents; hits give high values. max dye-equivalent concentration, M. 11% of 59,000 active; in the data active = max dye-equivalent concentration above about 10 nM; inconclusive = mostly about 1.1 nM to 9.6 nM
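Compounds in 100 mM Tris, pH 8.0, sat 15 min at room temperature before fluorescence was read at 340 nm excitation/450 nm emission; a per-plate six-point 4-MU standard curve converted signals to dye-equivalent concentration at each compound concentration.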
Texas Red fluor = Texas Red region autofluorescence; AID 587; Compound fluorescence, Texas Red channel, 547/618 nm; hits give high values; max dye-equivalent concentration, M; 0.06% of 59,000 active; in the data active = max dye-equivalent concentration above about 10 nM; inconclusive = between about 1.1 nM and that limit
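qHTS profiling of intrinsic compound fluorescence; 100 mM Tris pH 8.0; 15 min RT; ex 547 / em 618 nm; response expressed as Texas Red dye-equivalent concentration from six-point plate standard.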
HBB splicing = modulators of hemoglobin beta chain splicing | HBB splicing reporter cell assay, activation; EGFP reporter with mutant IVS2-654 intron; response scale: normalised to 500 nM splice-correcting PNA | Potency, µM (doses to about 46.1 µM), without a hit: at the highest dose activation, actives largely listed as activators | 0.06% of 65,000 active | AID 925; also: potency is read from the fitted curve at half-maximal effect; 0% is about no effect
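Compounds were applied for 2 days to HeLa EGFP-654 cells, 500/well in Optimem with 2% FCS. The reporter's EGFP is disrupted by mis-splicing of beta-globin intron IVS2-654. Readout: summed well GFP fluorescence from 488 nm laser scanning; reference was 500 nM antisense […] 654 PNA.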
* = called active by the depositor; i = inactive; ? = inconclusive; . = not tested or not shown; [ ] = another dose, or the depositor's remark. Unless noted, calls follow the shape of the dose curve; as a rule, active = well fitted curve in the direction sought with a large enough effect; inconclusive = small, poorly fitted or top-dose-only effect, or another doubt; inactive = no such curve, though single readings can be large; an effect the other way counts as inactive or inconclusive. This is a subset; count on the stated rates, not on these rows.

SMILES	Ub-GFP proteasome	CRE-bla Fsk	Hsp90 Hop PPI	Luciferase inh	Epigenetic mod	Fluorescein fluor	ERK AVP inh	A350 fluor	4-MU autofl	Texas Red fluor	HBB splicing
COc1ccc(NC(=O)C2CC(=O)N(C(C)C)C2)cc1 (stereo unspecified)	0%	3%	-2%	0%	0%	.	7%	.	.	.	-5.7%
CCCCOCC1CN(c2ccccc2)C(=O)CS1 (stereo unspecified)	1%	-8%	?	-2%	0%	i	19%	i	i	i	-1.5%
CCCCN(C)CCNC(=O)c1ccc2c(c1)NC(=O)C(N1CCCCC1)S2 (stereo unspecified)	-9%	-3%	-4%	0%	2%	i	16%	i	i	i	0.0%
COc1ccc(CCNC(=O)CN2C(=O)C3(OCCCO3)c3ccccc32)cc1OC	19%	?	-1%	4%	2%	i	4%	i	i	i	2.9%[1.84 µM]
Cc1cc(N2CCN(C(c3ccccc3)c3ccc(Cl)cc3)CC2)n2ncnc2n1 (stereo unspecified)	-6%	?	-11%	1%	3%	.	?	.	.	.	-1.7%
O=C(CSc1nnc(-c2ccc(Br)cc2)o1)N1CCN(C(=O)c2ccco2)CC1	-1%	2%	-1%	1%	1%	i	-15%	i	i	i	.
CCOC(=O)N1CCN(Cc2nc(-c3ccccc3)no2)CC1	5%	-6%	1%	-3%	2%	i	-10%	i	i	i	-0.4%
C=CCNC(=O)c1nn2cccnc2c1Cl	-7%	4%	0%	-3%	4%	?	-7%	i	i	i	0.7%
COc1cccc(C(=O)N(Cc2nc(-c3cccc(C)c3)no2)C(C)C)c1OC	-4%	?	-2%	-1%	3%	i	-14%	i	i	i	-0.5%
COc1cccc(N(CC(=O)N2CCN(C)CC2)S(=O)(=O)c2ccc(C)cc2)c1	3%	-2%	-1%	2%	0%	i	-1%	i	i	?	.
O=C(Cn1c(NCCO)nc2ccccc21)c1ccc(Cl)cc1	1%	-14%	-2%	3%	4%	i	-6%	i	i	?	.
COc1ccc(-c2nnc(SCc3csc(N)n3)n2C)cc1	-11%	?	-3%	2%	-3%	?	-22%	i	i	i	1.1%
Nn1c(SCC(=O)Nc2ccc3c(c2)OCO3)nnc1-c1ccncc1	-1%	10%	-1%	0%	-2%	i	1%	i	i	?	-1.2%
CCOC(=O)c1cnn(CC2CCCCC2)c1N	6%	18%	2%	-2%	-2%	.	23%	.	.	.	-0.5%[9.22 µM]
O=C(NC1CCCCC1)N1CCCC(c2nc(-c3ccc(S(=O)(=O)N4CCCC4)cc3)no2)C1 (stereo unspecified)	8%	0%	-7%	5%	4%	i	-5%	i	i	i	.
O=S(=O)(Nc1ccc2c(c1)CCC2)c1cccs1	-7%	?	5%	-1%	0%	?	2%	i	i	i	0.2%
CC(C)OCCCn1c(=S)[nH]c2cc3c(cc2c1=O)OCO3	-3%	6%	-7%	0%	2%	i	-15%	i	i	i	-4.2%[0.369 µM]
COc1ccc(NC(=O)N(CCCN2CCOCC2)Cc2cccnc2)c(OC)c1	-6%	-4%	0%	5%	10%	.	-9%	.	.	.	0.8%
Cc1ccc(S(=O)(=O)CNC(=O)c2ccccc2)cc1	0%	0%	-2%	1%	2%	.	11%	.	.	.	-7.8%
CCCCn1c(SCC(=O)c2ccc3c(c2)OCCO3)nnc1-c1ccco1	-3%	?	-3%	-1%	2%	i	?	i	i	i	-0.1%[57.5 µM]

A section taken from the entries so far, for reference:
SMILES	Ub-GFP proteasome	CRE-bla Fsk	Hsp90 Hop PPI	Luciferase inh	Epigenetic mod	Fluorescein fluor	ERK AVP inh	A350 fluor	4-MU autofl	Texas Red fluor	HBB splicing
Cc1ccc(S(=O)(=O)CNC(=O)c2ccccc2)cc1	0%	0%	-2%	1%	2%	.	11%	.	.	.	-7.8%
CCCCn1c(SCC(=O)c2ccc3c(c2)OCCO3)nnc1-c1ccco1	-3%	?	-3%	-1%	2%	i	?	i	i	i	-0.1%[57.5 µM]

Returning to the listing; the four compounds before the break are reprinted first.
SMILES	Ub-GFP proteasome	CRE-bla Fsk	Hsp90 Hop PPI	Luciferase inh	Epigenetic mod	Fluorescein fluor	ERK AVP inh	A350 fluor	4-MU autofl	Texas Red fluor	HBB splicing
CC(C)OCCCn1c(=S)[nH]c2cc3c(cc2c1=O)OCO3	-3%	6%	-7%	0%	2%	i	-15%	i	i	i	-4.2%[0.369 µM]
COc1ccc(NC(=O)N(CCCN2CCOCC2)Cc2cccnc2)c(OC)c1	-6%	-4%	0%	5%	10%	.	-9%	.	.	.	0.8%
Cc1ccc(S(=O)(=O)CNC(=O)c2ccccc2)cc1	0%	0%	-2%	1%	2%	.	11%	.	.	.	-7.8%
CCCCn1c(SCC(=O)c2ccc3c(c2)OCCO3)nnc1-c1ccco1	-3%	?	-3%	-1%	2%	i	?	i	i	i	-0.1%[57.5 µM]
CCOC(=O)Nc1cccc2ccccc12	-1%	11%	1%	3%	-3%	i	6%	i	i	i	-0.4%[57.5 µM]
CCCc1nc(SCC(=O)N2CCN(c3ccccc3)CC2)c2c(=O)n(C)c(=O)n(C)c2n1	-4%	-10%	-3%	0%	.	.	.	.	.	.	0.9%
COc1ccc(-c2noc(N3CCC(C(=O)N4CCN(c5ccccn5)CC4)CC3)n2)cc1	-4%	-19%	-3%	-21%	1%	i	12%	i	i	i	-1.5%
COc1ccc(/C(O)=C2/C(=O)C(=O)N(CCCN(C)C)C2c2cccnc2)cc1 (stereo unspecified)	0%	-3%	-1%	1%	-1%	?	-10%	?	i	i	.
O=C(Nc1ccccc1C(=O)N1CCOCC1)c1noc2c1CCCC2	-2%	?	-2%	4%	0%	i	-12%	i	i	i	-1.3%
Cc1ccc2c(c1)C(N1CCCC1=O)CC(c1ccco1)N2 (stereo unspecified)	-5%	5%	-6%	10µM*	6%	i	-12%	5.7e-08M*	5.3e-08M*	i	1.0%
Cc1ccc(Cl)cc1N1CCN(S(=O)(=O)c2ccc3c(c2)OCCO3)CC1	-1%	5%	5%	3%	0%	i	3%	i	i	i	.
CN(C)Cc1ccccc1-c1ccc2ncnc(NCc3ccccc3)c2c1	-4%	-7%	-3%	1%[2.29 µM]	-3%[9.22 µM]	i	-11%	i	i	i	0.6%
CCN1CCN(c2nc3c(c(=O)n(C)c(=O)n3C)n2CCSc2ncccn2)CC1	.	9%	-1%	-3%	3%	i	-9%	?	i	?	-0.7%[0.369 µM]
O=c1[nH]c2cc3c(cc2cc1CN(CCCO)Cc1nnnn1Cc1ccc(F)cc1)OCO3	-4%	-1%	-2%	-1%	-1%	i	-16%	2.2e-07M*	2.5e-07M*	i	.
Cc1c(C(=O)N2CCN(S(C)(=O)=O)CC2)oc2ccccc12	-4%	?	-3%	1%	0%	i	9%	i	i	i	-1.5%
CCCCNc1nc(C)nc2c1nc(-c1ccccc1)n2CCN(C)C	2%	?	-3%	.	.	.	-5%	.	.	.	-0.3%
COC(=O)c1ccc(CSc2nnnn2-c2ccccc2)o1	-3%	?	1%	1%	3%	?	13%	i	i	?	-3.4%
Cc1ccccc1C(=O)Nc1cccc(-c2nnc(SCC(=O)O)n2C)c1	-1%	-4%	-4%	0%	3%	i	17%	?	?	i	6.3%[0.369 µM]
O=C(OCc1c(Cl)cccc1Cl)c1cccnc1	-2%	-8%	5%	1%	-2%	i	1%	i	i	i	0.6%
Nc1ccccc1OCCOCCOCCOc1ccccc1N	-4%	?	-8%	2%	0%	i	-10%	i	i	i	2.9%[57.5 µM]
O=C(NCc1ccccc1)NC(=O)c1ccccc1	20%	24%	-2%	-1%	3%	i	2%	i	i	?	2.8%
CCOC(=O)N1CCC(n2c(=S)[nH]c3cc(OC)c(OC)cc3c2=O)CC1	0%	4%	-4%	1%	0%	i	-6%	i	i	?	-2.3%[0.369 µM]
O=C(CN1CCN(Cc2ccccc2)CC1)c1ccc(Br)cc1	2%	?	-5%	1%	0%	i	30%[activator]	?	?	i	2.4%[57.5 µM]
O=C(N1CCN(c2ccccc2)CC1)C12CC3CC(CC(C3)C1)C2	-2%	-5%	-3%	4%	-2%	i	-18%	i	i	i	.
CN(C1CCCCC1)S(=O)(=O)Cc1ccccc1	4%	17%	-4%	0%	0%	i	-13%	i	i	i	0.5%
O=C(Cc1cccs1)Nc1cccnc1	3%	-10%	-6%	-2%	-2%	?	-22%	i	i	i	0.1%[57.5 µM]
COc1ccc(CNC(=O)[C@H](C)NC(=O)C2CCN(S(=O)(=O)c3ccc(C)cc3)CC2)cc1	.	.	.	-1%[25.5 µM]	0%[20.6 µM]	i	.	i	i	i	.
COc1cccc(C2/C(=C(/O)c3cnn(-c4ccccc4)c3C)C(=O)C(=O)N2CCN(C)C)c1 (stereo unspecified)	.	.	.	1%[25.5 µM]	4%[20.6 µM]	i	.	?	i	i	.
